# Bioassay records from PubChem BioAssay.
# tim10-1 inh: growth inhibitors of tim10-1 mutant yeast, primary screen, luminescence, uHTS | inhibition, % at 20 µM | S. cerevisiae tim10-1 ts strain growth, BacTiter-Glo, 24 h | 330,000 tested, 2.2% active;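 active means inhibition of at least 40%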;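 further: mutant grown at 25 °C; 0% = DMSO wells with yeast and 100% = wells holding no yeast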
# XBP1 UPR activ: activators of adaptive XBP1 UPR arm, primary screen, cell-based, CHO-XBP1 luciferase reporter, luminescence, uHTS. AID 463104, 2010. IRE1-XBP1 UPR activation; percent of tunicamycin response, DMSO as zero. activation, % at 20 µM. 330,000 tested, 0.33% active;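 active means versus positive control, 20 µM dose yields 30% or more activation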;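 further: 100% = tunicamycin at 10 µg/mL and 0% = DMSO only wells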
#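 Assay system: CHO-XBP1 luciferase reporter cells; Schedule: 6 h treatment, 37 °C; Detection: glow luminescence from Steady-Glo reagent; Benchmarks: high control tunicamycin 10 µg/mL final, low control DMSO vehicle only.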
# Mdm2-MdmX inh: inhibitors of human Mdm2-MdmX association, primary screen, cell-based, luminescence, split luciferase, SaOS-2, uHTS; SaOS-2 split-luciferase Mdm2/MdmX complementation; Protein Mdm4 (Homo sapiens) + E3 ubiquitin-protein ligase Mdm2 (Homo sapiens), …; inhibition, % at 8 µM; AID 485346, 2010; 330,000 tested, 3% active;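 active means inhibition of at least 50% at 8 µM in the primary screen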
# Target sequence (O15151 whole entry, looked up): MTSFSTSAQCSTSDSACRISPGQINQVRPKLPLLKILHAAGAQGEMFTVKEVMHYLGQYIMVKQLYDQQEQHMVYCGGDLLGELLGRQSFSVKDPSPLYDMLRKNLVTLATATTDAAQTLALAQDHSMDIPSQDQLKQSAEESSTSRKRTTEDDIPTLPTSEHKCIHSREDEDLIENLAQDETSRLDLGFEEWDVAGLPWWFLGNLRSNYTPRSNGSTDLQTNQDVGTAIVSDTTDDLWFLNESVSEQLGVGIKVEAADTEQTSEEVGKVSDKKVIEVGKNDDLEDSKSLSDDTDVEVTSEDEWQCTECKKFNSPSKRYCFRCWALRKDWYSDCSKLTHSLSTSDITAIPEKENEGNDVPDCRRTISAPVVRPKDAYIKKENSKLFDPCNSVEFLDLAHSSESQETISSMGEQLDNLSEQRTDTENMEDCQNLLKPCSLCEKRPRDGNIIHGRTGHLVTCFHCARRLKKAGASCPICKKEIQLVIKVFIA
# Target sequence (Q00987 whole entry, looked up): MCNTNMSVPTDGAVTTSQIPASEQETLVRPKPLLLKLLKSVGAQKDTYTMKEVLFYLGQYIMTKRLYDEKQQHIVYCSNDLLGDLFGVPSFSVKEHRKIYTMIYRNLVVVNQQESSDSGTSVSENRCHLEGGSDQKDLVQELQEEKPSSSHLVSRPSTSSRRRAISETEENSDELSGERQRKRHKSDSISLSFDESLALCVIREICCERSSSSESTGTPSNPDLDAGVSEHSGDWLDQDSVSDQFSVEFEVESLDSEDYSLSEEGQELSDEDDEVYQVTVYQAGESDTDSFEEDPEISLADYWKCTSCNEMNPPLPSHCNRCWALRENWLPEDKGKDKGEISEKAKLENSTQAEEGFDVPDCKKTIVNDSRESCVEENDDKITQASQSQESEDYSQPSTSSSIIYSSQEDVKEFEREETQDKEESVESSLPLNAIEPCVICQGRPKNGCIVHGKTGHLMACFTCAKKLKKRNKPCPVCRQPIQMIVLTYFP
# 697 NFkB inh: inhibitors of PMA/ionomycin-induced NF-kB reporter, 697 cells, primary screen, B-cell NF-kB inhibitor project, cell-based, luminescence, uHTS; 697 B-cell NF-kB luciferase reporter, 16 h; inhibition, % at 4 µM; 330,000 tested, 0.33% active; AID 435022, 2010; in the data active means inhibition above about 35%
# Jurkat NFkB inh: inhibitors of induced NF-kB luciferase reporter, primary screen, TCR NF-kB activation inhibitor project, cell-based, luminescence, uHTS; inhibition, % at 4 µM; AID 435003, 2010; 330,000 tested, 0.53% active; Jurkat, PMA/ionomycin-induced NF-kB luciferase reporter; in the data active means inhibition above about 50%
# UPR CHOP act: activators of apoptotic CHOP UPR arm, primary screen, cell-based, CHO-CHOP luciferase reporter, luminescence, uHTS. UPR activation; percent of tunicamycin response over DMSO baseline. AID 449763, 2010. activation, % at 10 µM. 330,000 tested, 0.34% active;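 active means at 10 µM dose, activation of 40% or more, normalized to positive control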;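 further: 100% = tunicamycin at 10 µg/mL and 0% = DMSO alone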
#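 Assay system: CHO-CHOP cells, stable luciferase reporter of PERK-eIF2a-CHOP signalling / Buffer or medium: F12 plus 10% serum / Compound dosing: one dose, 10 µM in 0.5% DMSO / Times: 6 h compound treatment, 37 °C / Technique: luciferase luminescence / Read-out: % reporter activation, DMSO baseline versus tunicamycin full activation / Benchmarks: tunicamycin and DMSO controls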
# tim23-1 inh: growth inhibitors of tim23-1 mutant yeast, primary screen, luminescence, uHTS. AID 463212, 2010. inhibition, % at 20 µM. S. cerevisiae tim23-1 growth, BacTiter-Glo luminescence, 24 h. 330,000 tested, 1.3% active;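 active means growth inhibition of the mutant yeast at or above 50%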;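 further: temperature-sensitive mutant grown at 25 °C; plate controls were DMSO-treated mutant yeast for no effect and medium wells lacking yeast for full effect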
# TIM10 inh: growth inhibitors of isogenic TIM10 control yeast, primary screen, counter-screen for tim10-1 yeast inhibitor project, luminescence, uHTS; 330,000 tested, 1.4% active; inhibition, % at 10 µM; AID 463195, 2010; S. cerevisiae TIM10 strain growth, BacTiter-Glo luminescence, 24 h;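 active means inhibition of 40% or more at the single tested concentration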;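 further: wild-type TIM10 isogenic control strain grown at permissive 25 °C; 0% = DMSO yeast wells and 100% = minimal medium wells without yeast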
# Starred values were filed as active, the others as inactive.
SMILES,tim10-1 inh,XBP1 UPR activ,Mdm2-MdmX inh,697 NFkB inh,Jurkat NFkB inh,UPR CHOP act,tim23-1 inh,TIM10 inh
Cc1ccc2nc(C3CCCN3Cc3nc(CCC(C)C)no3)[nH]c2c1 (stereo not drawn),16.3,0.5,-1.7,-14.1,-15.4,0.3,30.9,20.8
Cc1ccc(CSC2=Nc3ccccc3C3=NC(=O)CN23)cc1,-34.8,1.1,-15.5,-33.6,-49.3,0.8,35.8,13.6
FC(F)(F)C(Oc1nc(Nc2ccc(Cl)cc2)nc(N2CCOCC2)n1)C(F)(F)F,11.0,0.2,26.7,2.9,10.2,4.5,0.1,10.4
COc1ccc(NC(=O)Cc2nnc(SCC(=O)c3ccccc3)n2C)cc1,6.2,-0.6,2.8,11.4,-1.4,-0.1,4.2,-6.9
Cc1onc(-c2c(Cl)cccc2Cl)c1C(=O)ONC(=O)c1cc(C(F)(F)F)cc(C(F)(F)F)c1,-10.1,-0.6,6.7,-7.8,3.4,0.2,10.8,-24.1
COc1cc(NC(=O)COC(=O)/C=C/c2c(C)nn(-c3ccc(F)cc3)c2Cl)cc(OC)c1,16.5,-0.1,17.3,7.6,2.0,0.2,-18.4,10.7
CC1=C(C(=O)N(C)C)C(c2cccs2)NC(=O)N1 (stereo not drawn),2.6,-4.4,-1.1,17.5,0.3,-1.0,-1.6,-12.3
Cc1nc(-c2ccc(Cl)cc2)sc1C1(C)CC(c2ccc(Cl)cc2)=NO1 (stereo not drawn),-4.1,0.1,13.8,-14.9,-0.9,0.0,10.9,0.8
COCCCNC(=O)C1CCC(CNS(=O)(=O)c2ccc3c(c2)CC(C)N3C(=O)C2CC2)CC1 (stereo not drawn),1.1,-5.3,17.1,26.0,1.1,-2.5,1.8,3.4
O=C(CSc1ncccn1)NC(=O)NCc1ccco1,-15.1,0.9,20.6,16.0,-16.9,-1.2,10.3,-8.4
Cc1c(C(=O)NCc2cccnc2)sc2nc(-c3ccccc3)cn12,-5.6,3.5,4.5,-13.5,-6.7,4.6,-7.6,-6.6
CCC(C)N1CCN(S(=O)(=O)c2ccc3ccccc3c2)CC1 (stereo not drawn),-12.1,-2.5,-18.7,5.7,8.8,1.8,28.1,16.8
CCOC(=O)c1sc(NC(=O)c2ccc3ncsc3c2)nc1C,-2.1,11.8,-55.3,-13.7,-33.4,12.0,12.7,-1.0
Cc1ccc(C2=NN(C(=O)c3cccs3)C(c3ccccc3O)C2)cc1 (stereo not drawn),-13.3,0.3,24.8,-6.9,-21.1,0.0,-21.0,-8.2
NC(=O)C1CCN(C(=O)c2cc(-c3ccccc3Cl)nc3ccccc23)CC1,-3.9,-2.1,15.2,0.3,6.3,-0.1,2.0,-2.2
O=C(CN1C(=O)/C(=C\c2ccco2)SC1=S)Nc1ccc(O)cc1C(=O)O,10.6,-2.5,12.7,-25.5,5.7,0.8,23.2,16.3
Cc1csc(=O)n1CC(=O)OCC(=O)c1ccc(Br)cc1,-3.7,-0.1,26.0,8.7,-1.5,0.8,-3.0,-0.2
O=C(COc1ccc(S(=O)(=O)NC2CCCCC2)cc1)NC1CCCCC1,20.0,-4.0,12.0,-1.5,10.2,-1.1,32.1,3.7
Cc1nc2ccc(-c3nc4ccccc4[nH]3)cc2[nH]1,7.6,-3.2,-142.0,-102.8,-88.5,0.2,-0.1,21.7
COCCOC(=O)C1=C(C)NC(=O)NC1c1ccco1 (stereo not drawn),-5.2,0.7,0.9,24.1,16.5,0.7,0.8,10.7
CN1CCC(=NNC(=O)CN(c2ccccc2)S(=O)(=O)c2ccccc2)CC1,10.2,-0.2,-3.4,11.3,3.5,-0.9,15.5,4.4
C=CCNc1nnc(Sc2ncccc2[N+](=O)[O-])s1,-5.7,-0.4,13.7,10.7,10.9,-1.3,18.9,-4.1
COc1ccc(CCN(C)C(=O)c2cc(S(=O)(=O)NCc3ccccc3)ccc2C)cc1OC,0.2,-1.2,23.5,1.9,11.1,0.4,-36.2,-19.7
COc1cc(/C=C/C(=O)NCc2nc3ccccc3[nH]2)cc(OC)c1OC,9.6,1.2,12.5,16.5,14.6,0.3,9.2,2.9
Cc1cccc(-n2cnc(C(=O)N/N=C/c3ccccc3)c2)n1,3.0,-0.8,3.3,-30.3,-30.6,1.5,43.9,3.3

# Part of the list above, reduced to UPR CHOP act and Mdm2-MdmX inh.
smiles | UPR CHOP act | Mdm2-MdmX inh
Cc1nc(-c2ccc(Cl)cc2)sc1C1(C)CC(c2ccc(Cl)cc2)=NO1 (stereo not drawn) | 0.0 | 13.8
C=CCNc1nnc(Sc2ncccc2[N+](=O)[O-])s1 | -1.3 | 13.7

# (listing goes on)
SMILES,tim10-1 inh,XBP1 UPR activ,Mdm2-MdmX inh,697 NFkB inh,Jurkat NFkB inh,UPR CHOP act,tim23-1 inh,TIM10 inh
CCOC(=O)c1ccc(NC(=O)c2nn(CC)cc2Br)cc1,18.1,3.6,10.9,-19.8,-39.6,2.9,21.0,9.3
COc1ccc(N2CCN(C(=S)Nc3ccc(F)cc3)CC2)cc1,-5.5,-3.4,4.1,-13.2,-4.4,-2.1,-3.2,-10.2
CC(C)C[C@H]1CN=C(Nc2ccccc2)N1CCc1ccc(F)cc1,1.8,2.0,28.6,-7.1,17.1,1.0,1.2,-0.9
Cc1noc(C)c1COC(=O)c1ccc(F)c(S(=O)(=O)N2CCCCC2)c1,5.1,1.3,8.8,3.7,-7.9,-2.0,21.5,19.1
Cc1n[nH]c(C)c1CCCCOc1ccc([N+](=O)[O-])cc1,-3.4,-4.5,7.2,-16.5,-2.1,1.6,20.4,2.4
C=CCOC(=O)C1=C[C@H](C2CC2)[C@@H](CCCO)[C@H](OCC)O1,3.2,1.6,-14.0,12.0,10.3,-2.3,2.6,0.9
OC(CNCCc1ccc(C(F)(F)F)cc1)COC(c1ccccc1)c1ccccc1 (stereo not drawn),1.9,-2.3,87.2*,0.3,-11.6,0.1,-27.0,25.8
C[C@]12CC[C@@H]3c4ccc(O)cc4CC[C@H]3[C@@H]1CCC2=O,-6.7,-4.1,41.9,-3.5,4.7,-0.4,2.9,-55.6
Nc1cccc(Oc2cnccn2)c1,5.9,-1.8,11.0,11.6,10.6,5.5,16.8,19.2
CC1(C)Cc2c(sc(NC(=O)C3CC(Cl)=CCC3C(=O)O)c2C#N)CO1 (stereo not drawn),-3.9,-5.9,-0.4,15.3,13.5,1.0,3.4,-2.4
S=c1[nH]nc(Cc2ccc(Br)cc2)n1/N=C/c1ccc(Cl)cc1,25.9,-0.3,-17.5,6.5,2.6,1.4,24.0,34.4
Cc1ccc(-c2cc(C)nc3ncnn23)cc1,23.1,-2.1,-6.4,6.1,14.5,0.5,16.5,10.9
COc1ccc(-c2csc(NC(=O)CSc3n[nH]c(C)n3)n2)cc1,10.2,-1.9,-44.1,-47.6,-32.8,5.1,1.9,-20.4
O=C(Nc1ccc(F)c(F)c1)c1ccccc1,0.1,3.4,-14.9,-57.0,-72.0,0.4,38.0,21.7
O=C(/C=C/c1ccc(Cl)cc1Cl)Nc1ccncc1,-10.7,-0.1,4.7,5.0,-35.4,3.5,-73.9,15.1
Cn1c(C(=O)O)cc2cc(Oc3ccccc3)ccc21,6.4,-2.7,-14.4,4.6,2.6,1.0,15.6,-0.9
Cn1c(CSc2nc3ccccc3s2)n[nH]c1=S,35.4,-2.9,-6.9,-2.4,-1.7,-3.7,17.1,22.5
Cc1nnc(NC(=O)c2ccc3c(c2)C(=O)N(CCC(C)C)C3=O)s1,9.3,-2.5,13.2,17.6,6.5,4.9,-5.7,9.3
CCOC(=O)Nc1ccc(C)cc1Br,17.5,0.9,22.8,4.7,0.0,2.1,9.4,-17.7
CC(=O)c1cc(C)ccc1OC(=O)CN1C(=O)c2ccccc2C1=O,0.1,-2.5,-1.4,-9.9,-7.0,1.9,4.3,-9.7
Cc1ccc(NC(=O)COc2ccc(-n3cnnn3)cc2)cc1C,-22.8,0.1,-5.6,3.0,14.9,1.7,-6.7,1.7
Cc1cccc(C)c1OCC(=O)Nc1cccc(-c2nnc(-c3ccccc3)o2)c1,13.2,1.9,61.2*,-77.3,7.7,-2.1,17.6,28.4
COc1ccc(N=C(C)C2=C(O)CSC2=O)cc1,9.3,-2.7,7.9,-7.2,-16.9,11.4,11.0,-1.7
CN(Cc1ccon1)C(=O)CCc1nnc(CCCCc2ccccc2)o1,14.2,0.5,-3.8,33.2,4.9,0.2,11.2,-9.7
C/C(=N\Nc1nccnc1Cl)c1ccc(O)c(C)c1,-7.9,0.2,-27.6,-48.6,-63.6,5.9,8.1,-7.0

# (continued)
SMILES,tim10-1 inh,XBP1 UPR activ,Mdm2-MdmX inh,697 NFkB inh,Jurkat NFkB inh,UPR CHOP act,tim23-1 inh,TIM10 inh
C/C(=N\NC(=O)COc1ccc(C(C)(C)C)cc1)c1ccccc1,31.6,-3.5,31.0,5.3,9.2,1.0,30.9,18.1
COCCNC(=O)c1nn2cccnc2c1Cl,11.9,2.7,7.0,1.7,-9.4,1.0,1.4,6.7
Cc1cc([N+](=O)[O-])ccc1N(C)C,10.4,3.6,-14.9,5.6,-1.0,-0.4,1.5,13.1
COc1ccc(C(=O)/C=C/Nc2cc(C)on2)c(OC)c1,1.1,5.4,3.4,-1.0,-28.9,4.8,16.4,1.9
CC(NC(=O)Nc1ccccc1F)C(C)(C)C (stereo not drawn),7.0,1.6,-0.3,5.6,2.5,-2.8,7.3,6.9
CC(=O)c1sc(NC(=O)c2ccccc2C)nc1C,17.0,2.6,-51.4,-12.9,-5.8,2.0,4.1,16.6
Cc1nn(-c2ccccc2)c(Cl)c1C(=O)OCC(=O)N(C)c1c(N)n(Cc2ccccc2)c(=O)[nH]c1=O,10.3,0.1,3.3,7.1,-3.2,-1.8,-1.4,1.7
CN1C(=O)c2ccccc2C(O)c2ccccc21 (stereo not drawn),-2.9,-1.0,22.7,0.9,-0.6,-0.9,6.5,4.0
Cc1c(Cl)c([N+](=O)[O-])nn1CCCC(=O)Nc1c(Cl)cccc1Cl,16.0,-1.1,-11.8,-2.9,9.4,0.9,27.9,3.5
CC(C)NC(=O)CSc1nnc(-c2ccc(F)cc2)c2ccccc12,-10.6,-3.3,9.5,-5.5,5.4,-1.1,11.3,12.5
CCc1ccc(NC(=O)CSc2nnc(CNC(=O)c3cccs3)o2)cc1,16.0,-0.7,-10.0,-11.1,7.1,1.5,19.5,-3.6
O=C(CSc1nnc(Nc2ccccc2)s1)Nc1cccc(S(=O)(=O)N2CCCCC2)c1,4.6,-3.5,19.2,14.5,-3.1,-0.6,15.4,13.8
COc1cc(/C=C/C(=O)Nc2ccncc2)cc(OC)c1OC,8.7,-2.4,14.4,-55.5,23.9,-0.9,11.9,-1.0
COc1cc(NC(=O)c2ccnnc2)cc(C(=O)Nc2cccc(C(F)(F)F)c2)c1,-1.7,0.1,18.8,5.5,-9.2,-0.4,16.6,-2.5

# Compounds shown so far containing a furan ring, fused or not, in the order listed:
SMILES,tim10-1 inh,XBP1 UPR activ,Mdm2-MdmX inh,697 NFkB inh,Jurkat NFkB inh,UPR CHOP act,tim23-1 inh,TIM10 inh
O=C(CSc1ncccn1)NC(=O)NCc1ccco1,-15.1,0.9,20.6,16.0,-16.9,-1.2,10.3,-8.4
O=C(CN1C(=O)/C(=C\c2ccco2)SC1=S)Nc1ccc(O)cc1C(=O)O,10.6,-2.5,12.7,-25.5,5.7,0.8,23.2,16.3
COCCOC(=O)C1=C(C)NC(=O)NC1c1ccco1 (stereo not drawn),-5.2,0.7,0.9,24.1,16.5,0.7,0.8,10.7
